Screens: PubChem, Sanford-Burnham Center for Chemical Genomics
MPTP block: inhibitors of mitochondrial permeability transition pore. isolated mouse mitochondria, Ca2+ swelling absorbance, 30 min. inhibition, % at 10 µM. 360,000 compounds, 1.4% hits;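 active = inhibition of 50% or more, scaled per plate between neutral and stimulator controls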;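 also: 0% = DMSO wells given calcium and 100% = 1 mM EGTA wells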
mIAP block: blocks mouse intestinal alkaline phosphatase; purified mouse IAP, CDP-Star luminescence, 30 min; inhibition, % at 10 µM; 330,000 compounds, 0.2% hits; AID 2806;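 active = inhibition of at least 40% at 10 µM in the primary screen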;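 also: plate controls were DMSO with enzyme for no effect and no enzyme wells for full effect; values of inactives mirror those of a sister screen read the other way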
A3A deaminase: inhibitors of human APOBEC3A DNA deaminase. 330,000 compounds, 0.41% hits. recombinant A3A, FAM/TAMRA ssDNA deamination fluorescence. inhibition, % at 20 µM. AID 493011. P31941;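 active = at least 40% inhibition at 20 µM here, with at most 30% in a related deaminase screen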;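 also: plate controls were A3A with DMSO for no effect and wells lacking A3A enzyme for full effect; some results filed as inactive read as strong as hits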
APOBEC3G inh: inhibitors of human APOBEC3G DNA deaminase; Q9HC16; recombinant A3G, ssDNA deamination FAM/TAMRA fluorescence; inhibition, % at 20 µM; 330,000 compounds, 0.28% hits; AID 493012;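 active = inhibition of at least 40% at 20 µM, with no more than 30% in the related APOBEC3A deaminase screen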;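 also: plate controls were DMSO wells with A3G for no effect and wells lacking A3G enzyme for full effect; some compounds called inactive have numbers as strong as hits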
mIAP activ: increases mouse intestinal alkaline phosphatase activity. activation factor at 10 µM. muIAP, CDP-Star luminescence, 30 min; stronger effect = higher value; 1 = vehicle-only enzyme signal, 0 = enzyme-free wells. 330,000 compounds, 0.24% hits. AID 2805;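 active = activation factor of at least 2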; also: the source names both 10 and 20 µM as test concentration; values of inactives mirror those of a sister screen read the other way
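System: Mouse IAP enzyme | Also added: CDP-Star substrate | Dosing: Compounds dispensed in DMSO | Schedule: 30 min enzyme-substrate-compound incubation at room temperature | Technique: Chemiluminescence readout | Control set: DMSO-only wells and no-enzyme negative control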
hIAP act: human IAP activation | P09923 | purified human IAP, CDP-Star luminescence, 30 min; stronger effect = higher value; 1 = vehicle-only enzyme, 0 = enzyme-free background | activation factor at 10 µM | 330,000 compounds, 0.16% hits;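 active = activation factor of the enzyme at least 2-fold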; also: the source names both 10 and 20 µM as test concentration; values of inactives mirror those of a sister screen read the other way
Target sequence (P09923 whole entry, looked up): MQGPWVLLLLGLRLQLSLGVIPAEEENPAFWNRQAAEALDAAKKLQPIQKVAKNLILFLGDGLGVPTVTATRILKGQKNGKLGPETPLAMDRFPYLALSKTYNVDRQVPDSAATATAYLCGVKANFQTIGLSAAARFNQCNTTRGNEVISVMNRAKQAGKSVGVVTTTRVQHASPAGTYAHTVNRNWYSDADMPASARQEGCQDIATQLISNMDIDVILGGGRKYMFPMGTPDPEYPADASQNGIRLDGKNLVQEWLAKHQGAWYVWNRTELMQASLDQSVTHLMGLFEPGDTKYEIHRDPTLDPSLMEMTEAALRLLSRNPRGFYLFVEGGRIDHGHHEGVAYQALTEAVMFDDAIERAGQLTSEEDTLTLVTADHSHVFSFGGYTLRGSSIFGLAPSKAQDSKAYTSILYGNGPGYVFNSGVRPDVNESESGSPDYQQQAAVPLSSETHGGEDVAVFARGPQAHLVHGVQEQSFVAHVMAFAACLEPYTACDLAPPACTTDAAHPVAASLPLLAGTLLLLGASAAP
ATG4B inh: inhibitors of human ATG4B cysteine protease; Q9Y4P1; ATG4B cleavage of LC3-PLA2, NBD-HPC fluorescence, 1 h; inhibition, % at 8.33 µM; 340,000 compounds, 0.51% hits; AID 504462; in the data active = inhibition above about 40%
Target sequence (Q9Y4P1 whole entry, looked up): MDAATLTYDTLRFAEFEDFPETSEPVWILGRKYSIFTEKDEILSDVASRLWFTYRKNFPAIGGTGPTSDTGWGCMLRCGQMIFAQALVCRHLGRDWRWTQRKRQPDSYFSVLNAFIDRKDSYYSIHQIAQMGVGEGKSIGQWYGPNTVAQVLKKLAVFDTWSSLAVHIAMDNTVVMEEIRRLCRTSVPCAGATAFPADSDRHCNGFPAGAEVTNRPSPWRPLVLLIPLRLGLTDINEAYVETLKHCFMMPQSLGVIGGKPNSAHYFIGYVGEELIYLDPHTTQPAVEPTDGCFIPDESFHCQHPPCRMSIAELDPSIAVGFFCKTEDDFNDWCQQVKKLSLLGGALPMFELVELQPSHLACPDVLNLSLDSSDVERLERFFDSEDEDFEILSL
MIN6 prolif: induces beta-cell replication in MIN6 cells. MIN6 cells proliferation, ATPlite luminescence, 48 h; cells starved in 0.2% serum; 100% = growth in 10% serum. proliferation, % at 10 µM. 330,000 compounds, 0.29% hits. AID 2380;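 active = compounds whose signal lies at least 3.5 SD above the mean of all wells on their plate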;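 also: 0% = DMSO-treated cells in low-serum medium and 100% = 10% serum control; some compounds called inactive have numbers as strong as hits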
hIAP block: human IAP inhibition | P09923 | purified IAP, CDP-Star luminescence, 30 min | inhibition, % at 10 µM | 330,000 compounds, 0.12% hits | AID 2544;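 active = inhibition reaching a set limit with compound at 10 µM in the primary screen, cut at about 35% in these data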;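 also: plate controls were DMSO wells with enzyme for no effect and no-enzyme buffer wells for full effect; values of inactives mirror those of a sister screen read the other way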
Active calls of the source: *; . = no result given.

SMILES	MPTP block	mIAP block	A3A deaminase	APOBEC3G inh	mIAP activ	hIAP act	ATG4B inh	MIN6 prolif	hIAP block
O=C(NC1CCCCC1)C(c1ccccc1)N(C(=O)c1csnn1)C1CCCC1 (centres undefined)	-0.8	8.4	-1.0	-5.7	0.916	1.07	5.7	0.6	-7.3
NC(=O)C1CCN(C(=O)c2ccc(Oc3ccccc3)cc2)CC1	-2.8	-3.2	3.7	-1.2	1.03	1	19.1	-3.4	-0.2
Cc1ccc(Cn2cc(C(=O)c3ccc(F)cc3)c(=O)c3cc4c(cc32)OCCO4)cc1	-1.7	-3.0	-19.0	18.3	1.03	0.813	0.1	-4.3	18.7
CCSc1ccccc1C(=O)Nc1cccc(OC)c1	1.9	1.5	0.0	-8.4	0.985	0.945	-6.8	-0.3	5.5
COCc1cc(=O)n2[nH]c(C)cc2n1	8.1	3.6	-0.7	-1.0	0.964	1.09	-6.1	-1.2	-8.8
COc1ccccc1/C=C/CN1CCCCC1	1.3	5.9	-0.5	-3.9	0.941	0.906	-5.5	2.2	9.4
Cc1[nH]n(-c2ccccc2)c(=O)c1C(c1ccc(C(=O)O)cc1)c1c(C)[nH]n(-c2ccccc2)c1=O	-11.3	4.6	5.9	-3.1	0.954	0.928	6.0	0.3	7.2
Nc1ncnc(Nc2ccccc2Cl)n1	-0.1	-6.2	-2.5	-2.1	1.06	0.978	20.9	7.0	2.2
CCOC(=O)c1c(C)[nH]c(C)c1S(=O)(=O)NC1CCN(C(=O)OCC)CC1	-1.7	0.3	-1.3	-4.9	0.997	1.12	3.8	2.9	-12.5
CCO[C@H]1OC(C(=O)O)=C[C@@H](c2ccc(C(F)(F)F)cc2)[C@@H]1CCCO	-0.1	-2.1	-0.8	-8.7	1.02	0.897	-1.3	-5.8	10.3
CCOc1ccccc1OCC(=O)NNC(=S)NC1CCCCC1	0.2	4.6	-1.3	-9.0	0.954	1.7	1.4	-2.1	-70.1
CCN(CC(=O)Nc1ccc(NC(C)=O)cc1)CC(=O)Nc1cc(C)on1	1.7	-5.4	4.6	-5.8	1.05	1.34	-4.1	3.6	-34.2
COc1ccccc1CNC(=O)COc1ccc(S(=O)(=O)N2CCOCC2)cc1	-0.6	1.6	0.7	-3.6	0.984	1.04	8.9	0.9	-4.1
Cc1cccc(C)c1N1CCN(S(=O)(=O)c2ccc(F)cc2)CC1	1.6	-1.7	-3.2	-10.7	1.02	0.86	50.8*	-2.2	14.0
CCOc1cc(N2CCOCC2)c(OCC)cc1NC(=O)Cc1cn2ccsc2n1	-1.9	-5.1	-1.4	-3.3	1.05	1.04	6.2	-0.3	-3.9
Cc1ccc(NC(=O)Cn2cc(C=O)c3ccccc32)cc1C	0.3	-4.3	-3.3	-4.5	1.04	1.33	-2.7	1.0	-33.5
Cc1ccc(C)c(C(=O)CCC(=O)Nc2ccc(F)cc2)c1	0.6	-4.3	-4.5	-5.1	1.04	1.12	7.1	-1.7	-11.6
N#Cc1c(N)nc2c3c(sc(=N)c2c1N)NC(=O)CC3c1ccccc1Cl (centres undefined)	1.7	3.8	-3.2	-11.0	0.962	1.09	10.3	0.6	-9.1
CCc1cccc(C)c1NC(=O)Cn1c(NCCO)nc2ccccc21	-0.8	-6.7	0.1	-3.2	1.07	0.873	5.7	0.0	12.7
Cc1cc(Cl)ccc1Oc1nc(-c2ccccc2)ncc1S(C)(=O)=O	2.3	1.8	4.7	4.8	0.982	0.932	-11.1	-2.8	6.8

Sorted by value in APOBEC3G inh (high to low): three of the compounds above
mol	MPTP block	mIAP block	A3A deaminase	APOBEC3G inh	mIAP activ	hIAP act	ATG4B inh	hIAP block
NC(=O)C1CCN(C(=O)c2ccc(Oc3ccccc3)cc2)CC1	-2.8	-3.2	3.7	-1.2	1.03	1	19.1	-0.2
COc1ccccc1/C=C/CN1CCCCC1	1.3	5.9	-0.5	-3.9	0.941	0.906	-5.5	9.4
N#Cc1c(N)nc2c3c(sc(=N)c2c1N)NC(=O)CC3c1ccccc1Cl (centres undefined)	1.7	3.8	-3.2	-11.0	0.962	1.09	10.3	-9.1

(continued)
SMILES	MPTP block	mIAP block	A3A deaminase	APOBEC3G inh	mIAP activ	hIAP act	ATG4B inh	MIN6 prolif	hIAP block
Cc1ccc(S(=O)(=O)/N=C(/Nc2ccccc2C)c2ccccc2)cc1	-1.7	-2.2	-2.4	-4.4	1.02	1.09	7.0	-0.2	-9.5
CCOC(=O)c1ccc2c(c1)C1C=CCC1C(C(=O)O)N2 (centres undefined)	.	54.6*	98.3	87.6	0.454	1.03	.	-0.1	-3.3
COc1ccc(/C(N)=N/OC(=O)c2ccc3c(c2)OCO3)cc1	-1.7	2.2	2.7	0.3	0.978	1.17	-15.3	-1.0	-17.0
c1ccc(C(Cc2nc(-c3cccnc3)no2)c2ccccc2)cc1	1.1	5.4	0.3	2.4	0.946	1.03	-5.5	-2.1	-3.1
Cc1cc(C)n(-c2ccc(C(C)C)cc2)c(=O)c1C#N	0.4	-2.7	-2.5	-5.7	1.03	1.2	-5.0	-3.0	-19.8
CCC(=NCCN1CCNCC1)C1=C(O)CC(C)(C)CC1=O	-0.7	-1.1	-1.2	-4.2	1.01	1.07	2.1	-2.5	-6.6
Cc1ccc(NC(=S)NCC(C)C)cc1	-1.3	9.6	1.1	-3.4	0.904	0.878	8.9	-1.8	12.2
O=c1[nH]c(CN2CCN(Cc3ccccc3)CC2)nc2scc(-c3ccccc3)c12	0.4	11.6	-1.7	-7.9	0.884	1.19	-4.6	-3.6	-18.6
CCOc1ccc(N2CC(C(=O)Nc3ccccc3C(=O)NC3CC3)CC2=O)cc1 (centres undefined)	-0.8	8.7	0.5	-5.9	0.913	1.12	4.3	-3.9	-12.2
COc1ccc(-c2nnc(SCCC(=O)O)n2-c2ccccc2)cc1OC	1.0	2.9	3.4	-2.2	0.971	1.13	-14.3	-1.1	-13.3
O=C(Nc1cccnc1)C1CC(=O)N(c2ccc(F)cc2)C1 (centres undefined)	-0.1	6.6	2.0	-0.2	0.934	1.11	-3.2	0.8	-11.2
O=S(=O)(Cc1ccccc1)N1CCN(Cc2ccccc2)CC1	-5.7	10.8	-0.3	-5.0	0.892	0.888	-18.8	0.7	11.2
O=C(COc1ccccc1Cl)NCCc1ccc2c(c1)OCCO2	-0.1	-3.0	-1.4	-6.1	1.03	1.15	-9.4	0.0	-15.2
CCCCn1c(=N)n(CC(=O)c2ccc([N+](=O)[O-])cc2)c2ccccc21	.	-3.6	0.4	0.7	1.04	0.911	.	-5.6	8.9
Cc1ccc(C(=O)NCc2ccco2)cc1	-0.1	3.4	-6.3	-10.6	0.966	0.827	-5.1	0.5	17.3
Cn1c(SCCOc2ccccc2Cl)nnc1-c1cccs1	2.1	0.2	2.5	-9.5	0.998	1.21	-8.9	-3.4	-20.5
CCOC(=O)N1CCN(CCC(=O)Nc2ccccc2OC)CC1	1.4	-4.8	0.8	-1.6	1.05	1.04	-7.1	0.4	-4.3
Cc1ccc(C(=O)N(Cc2nnc(-c3ccc(Cl)cc3)o2)C2CC2)o1	0.4	-6.5	3.7	-2.4	1.06	0.871	3.0	1.0	12.9
O=C(Nc1cc(Cl)ccc1N1CCOCC1)c1cccnc1Cl	0.1	2.9	-2.5	-2.4	0.971	1.03	-12.9	-2.0	-3.1
COc1cc(C(=O)OCCCN2CCCN(CCCOC(=O)c3cc(OC)c(OC)c(OC)c3)CC2)cc(OC)c1OC	6.4	4.8	-3.9	-3.5	0.952	1.23	-0.5	-4.2	-22.5

Structures above that bear a hit mark in mIAP block.
Structure	MPTP block	mIAP block	A3A deaminase	APOBEC3G inh	mIAP activ	hIAP act	ATG4B inh	hIAP block
CCOC(=O)c1ccc2c(c1)C1C=CCC1C(C(=O)O)N2 (centres undefined)	.	54.6*	98.3	87.6	0.454	1.03	.	-3.3

Next section
SMILES	MPTP block	mIAP block	A3A deaminase	APOBEC3G inh	mIAP activ	hIAP act	ATG4B inh	MIN6 prolif	hIAP block
COc1ccc(C2C(C(=O)N3CCN(C)CC3)c3ccccc3C(=O)N2C2CCCCC2)cc1 (centres undefined)	0.3	-7.1	1.7	-0.7	1.07	1.02	-6.5	0.0	-2.2
CCN(CC)c1ccc(/C=N/NC(=O)Nc2nonc2N)cc1	2.1	2.5	-2.9	-4.9	0.975	0.948	-22.3	0.0	5.2
COc1ccc(NS(=O)(=O)c2ccc(N/N=C/c3ccc(N4CCOCC4)cc3)c([N+](=O)[O-])c2)cc1	1.5	15.9	-0.6	-3.0	0.841	0.813	11.5	-1.6	18.7
CCOc1ccc(-n2c(C)nc3cc(C(=O)NCCN4CCOCC4)ccc32)cc1	0.1	-6.0	5.0	-1.8	1.06	1.18	-10.1	-2.4	-17.7
C/C(=N\NC(=S)NC(C)C)c1ccc2c(c1)OCCO2	0.6	2.2	1.2	-4.1	0.978	1.01	-0.6	0.0	-1.1
CC1CCCN(CCCNC(=O)CN2C(=O)COc3ccccc32)C1 (centres undefined)	0.7	-2.4	-2.0	-3.4	1.02	1.12	4.2	0.3	-12.3
S=C(NCc1ccco1)Nc1ccc(Oc2ccc(Cl)cc2)cc1	72.9*	-52.5	-3.6	-9.3	1.52	1.11	26.6	-3.8	-11.4
Cc1nn(C)cc1C(=O)Nc1ccc2c(c1)OCCO2	-1.0	7.2	-3.1	-7.9	0.928	0.981	-1.5	-2.2	1.9
COC(=O)c1sc(NC(=O)CCCn2nc([N+](=O)[O-])cc2C)c(C(=O)OC)c1C	0.7	4.1	-3.1	-5.7	0.959	0.844	13.8	0.0	15.6
COCCN(CC1CCCN(C2Cc3ccccc3C2)C1)C(=O)CCC(C)=O (centres undefined)	0.3	-9.0	0.4	-6.6	1.09	0.906	-3.9	0.8	9.4
CCOC(=O)N1CCC(NC(=O)c2cnn3c2NC(c2ccco2)CC3C(F)(F)F)CC1 (centres undefined)	0.4	3.3	4.1	8.7	0.967	1.05	-4.9	-0.5	-5.0
COc1ccc(OC)c(NC(=S)N2CCCC2)c1	0.3	8.6	-1.4	-5.7	0.914	1.35	-7.3	-1.3	-34.7
Cc1cccc(CCN(C(=O)c2snc(C(N)=O)c2N)C(C(=O)NCC2CCCO2)c2ccc(F)cc2)c1 (centres undefined)	0.2	1.9	0.2	-0.1	0.981	0.899	-16.1	-0.8	10.1
CC1(C)CC(=O)C(N=Nc2cc(S(=O)(=O)N3CCOCC3)ccc2Cl)=C(O)C1	.	0.0	-0.7	15.5	1	0.889	-0.4	-0.1	11.1
CCOC(=O)Cn1nc(/C=C/c2ccc(C)cc2)ccc1=O	-0.1	0.7	-2.8	-0.6	0.993	0.99	-0.1	-2.5	1.1
COC(=O)c1c(NC(=O)CN(c2ccc(C)c(C)c2)S(C)(=O)=O)sc2c1CCCC2	3.1	15.6	1.4	-0.2	0.844	1.03	-3.5	0.0	-3.0

Reformatted: entries from further up
Order of values: MPTP block, mIAP block, A3A deaminase, APOBEC3G inh, mIAP activ, hIAP act, ATG4B inh, MIN6 prolif, hIAP block
C/C(=N\NC(=S)NC(C)C)c1ccc2c(c1)OCCO2
 : 0.6, 2.2, 1.2, -4.1, 0.978, 1.01, -0.6, 0.0, -1.1
CC1CCCN(CCCNC(=O)CN2C(=O)COc3ccccc32)C1 (centres undefined)
 : 0.7, -2.4, -2.0, -3.4, 1.02, 1.12, 4.2, 0.3, -12.3
S=C(NCc1ccco1)Nc1ccc(Oc2ccc(Cl)cc2)cc1
 : 72.9*, -52.5, -3.6, -9.3, 1.52, 1.11, 26.6, -3.8, -11.4
